# Source: PubChem (National Center for Advancing Translational Sciences (NCATS))
# rTrxR1 inhibitor – inhibitors of rat thioredoxin reductase 1; O89049; recombinant rTrxR1, NADPH fluorescence consumption, selenite substrate; Potency, µM (titrated, usually from 114 µM), for inactives: top-dose activity change, negative = inhibition, hits mostly inhibitors; 390,000 compounds, 1% hits; AID 588453; also: potency is read from the fitted curve at half-maximal effect; % is scaled to controls: 0 for no effect and ±100 for the full control effect; nearly all actives have a fitted effect of over 65% in size
# Target sequence (O89049 whole entry, looked up): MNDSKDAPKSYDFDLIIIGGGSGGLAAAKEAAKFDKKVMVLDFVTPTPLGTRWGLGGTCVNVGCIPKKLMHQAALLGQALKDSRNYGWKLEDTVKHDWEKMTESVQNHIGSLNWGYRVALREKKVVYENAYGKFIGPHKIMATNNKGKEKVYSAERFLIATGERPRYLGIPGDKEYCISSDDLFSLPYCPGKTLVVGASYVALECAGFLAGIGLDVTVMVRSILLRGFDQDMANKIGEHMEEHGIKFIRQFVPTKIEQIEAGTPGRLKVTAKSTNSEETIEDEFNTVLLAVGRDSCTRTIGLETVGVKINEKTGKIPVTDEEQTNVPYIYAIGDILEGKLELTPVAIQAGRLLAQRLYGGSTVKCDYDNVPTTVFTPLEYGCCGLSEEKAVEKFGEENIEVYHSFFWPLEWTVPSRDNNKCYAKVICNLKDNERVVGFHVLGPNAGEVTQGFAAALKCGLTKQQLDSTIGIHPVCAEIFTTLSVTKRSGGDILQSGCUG
#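 Rat TrxR1 (90 nM in the dispensed reagent) was pre-reduced with 400 uM NADPH for 5 min at room temperature, then incubated with compound for 15 min. After 400 uM selenite was added, NADPH fluorescence (Ex 340/Em 450 nm) was followed for 8 min.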
# D2 ag – agonists of human D2 dopamine receptor; 340,000 compounds, 0.53% hits; AID 485358; HEK293 T-REx D2 cells, calcium flux agonist mode; activation, % at 2 µM; P14416;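 active = activation over 3 SD above normal in the single-dose calcium agonist read, cut at about 30% in these data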; also: 0% is about no effect
# Target sequence (P14416 whole entry, looked up): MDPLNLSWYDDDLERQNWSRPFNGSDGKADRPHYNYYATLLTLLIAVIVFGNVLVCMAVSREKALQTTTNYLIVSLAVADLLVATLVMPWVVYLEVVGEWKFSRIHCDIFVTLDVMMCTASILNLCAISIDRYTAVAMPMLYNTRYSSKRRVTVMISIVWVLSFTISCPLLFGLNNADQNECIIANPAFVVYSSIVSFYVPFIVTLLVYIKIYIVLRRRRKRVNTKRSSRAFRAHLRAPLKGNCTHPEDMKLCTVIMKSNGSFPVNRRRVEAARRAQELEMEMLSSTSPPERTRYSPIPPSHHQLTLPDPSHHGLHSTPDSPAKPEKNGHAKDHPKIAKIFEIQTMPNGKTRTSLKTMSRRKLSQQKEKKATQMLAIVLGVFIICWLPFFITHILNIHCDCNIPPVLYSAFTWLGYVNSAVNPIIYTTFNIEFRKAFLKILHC
#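 Agonism scored from kinetic calcium signal (1 read/sec, 180 s) following compound pin transfer, after a 10 s baseline. Cells: HEK293 Trex line expressing inducible D2 receptor coupled to calcium, dye-loaded after overnight culture at 30 C.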
# mIDH1 inhibitor – inhibitors of human mutant IDH1 R132H; O75874; IDH1-R132H enzyme, NADPH consumption, diaphorase/resazurin fluorescence; Potency, µM (highest dose often 76.6 µM), inactives show at the top dose activity change, negative = inhibition, usual class: inhibitors; 390,000 compounds, 0.093% hits; also: potency is read from the fitted curve at half-maximal effect; % is scaled to controls: 0 for no effect and ±100 for the full control effect; nearly all actives have a fitted effect of over 65% in size
#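 IDH1-R132H (0.5 ug/mL) preincubated 30 min with compound, then NADPH (0.016 mM) and alpha-KG (2 mM) added; 80 min at RT, pH 7.5. Remaining NADPH coupled via diaphorase/resazurin to fluorescence (540/590 nm); concentration-response curves normalized to no-enzyme control.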
# TRHR agonist – activates the human TRH receptor; AID 493084; P34981; 360,000 compounds, 0.18% hits; TRHR cells, calcium flux fluo-8, FDSS agonist mode; activation, % at 2 µM; in the data active = activation above about 30%; also: 0% is about no effect
#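 TRHR-expressing cells, plated overnight in medium with 10% serum, were loaded with fluo-8 calcium dye at room temperature. After a 10 s baseline, library compound was pin-added and calcium release was recorded kinetically (ex 480/em 530) as agonist response.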
# TRHR enhancer – allosterically enhances the human TRH receptor | TRHR cells, fluo-8 calcium fluorescence, EC20 TRH enhancement | enhancement, % at 2 µM | 360,000 compounds, 0.66% hits | P34981; in the data active = enhancement above about 30%; also: 0% is about no effect
#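 TRHR-expressing cells loaded with fluo-8 calcium dye were read kinetically (ex 480/em 530) during compound addition, then stimulated with an EC20 of TRH (10 nM final). Enhancement of the Gq-mediated intracellular calcium response was scored.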
# D2 antag – antagonists of human D2 dopamine receptor | AID 485344 | P14416 | HEK293 TREx D2 cells, calcium flux, dopamine EC80 | 340,000 compounds, 2% hits | inhibition, % at 10 µM; in the data active = inhibition above about 30%; also: 0% is about no effect
#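 Measurement of antagonist activity uses fluorescent calcium dye in inducible HEK293 T-REx D2 cells: 10 s baseline, compound addition with 180 s read, EC80 dopamine addition with a further 180 s read.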
# TrxR1 substrate – is turned over as a substrate by rat TrxR1; O89049; purified TrxR1 substrate turnover, NADPH consumption readout; Potency, µM (highest dose often 114 µM), for inactives: at the highest dose activity change, negative = substrate turnover; 390,000 compounds, 0.01% hits; also: potency is read from the fitted curve at half-maximal effect; % is scaled to controls: 0 for no effect and ±100 for the full control effect; nearly all actives have a fitted effect of over 50% in size
#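 Rat TrxR1, dispensed at 90 nM, was prereduced with 400 uM NADPH (final) for 5 min at ~22 deg C, then incubated with compound 15 min before 400 uM selenite. A first-read NADPH fluorescence drop versus no-compound background flagged substrates.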
# USP1 inh – USP1/UAF1 (human) deubiquitinase inhibition; O94782; recombinant USP1/UAF1, Ub-Rhodamine cleavage fluorescence; Potency, µM (top dose mostly 57.1 µM), inactives show top-dose activity change, negative = inhibition, hits mostly inhibitors; 390,000 compounds, 0.23% hits; AID 743255; also: potency is read from the fitted curve at half-maximal effect; % is scaled to controls: 0 for no effect and ±100 for the full control effect; nearly all actives have a fitted effect of over 60% in size; inactives centre near -12
#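 USP1/UAF1 complex at 1 nM was preincubated with compound for 15 min at room temperature, then Ub-Rho substrate (150nM final) was added. Fluorescence (480/540 nm) was read kinetically, 6 reads every 60 seconds.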
# Pin1 inh – blocks the human prolyl isomerase Pin1; AID 504891; 390,000 compounds, 0.009% hits; Pin1 FP peptide displacement, HiFluor488, 10 min; Potency, µM (series often up to 115 µM), for the others: at the top dose activity, negative = inhibition, most hits filed as inhibitors; active = well fitted inhibition curve with a large enough effect in the polarisation, with a control signal flat, not every such curve was filed as active; inconclusive = small, poorly fitted or top-dose-only effect, or effect the other way, or a change in a side signal; inactive = no such curve, though single readings can be large or run the other way; the % refers to the polarisation; also: potency is read from the fitted curve at half-maximal effect; % is scaled to controls: 0 for no effect and ±100 for the full control effect
# Target sequence (Q13526 whole entry, looked up): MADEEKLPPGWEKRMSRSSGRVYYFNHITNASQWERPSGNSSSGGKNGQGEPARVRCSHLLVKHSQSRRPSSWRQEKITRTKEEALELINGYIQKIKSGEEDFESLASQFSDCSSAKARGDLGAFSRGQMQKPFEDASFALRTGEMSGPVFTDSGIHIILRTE
# An asterisk follows results filed as active; ? = inconclusive; . = not tested or not shown; [ ] = dose if it differs, or a comment. Unless noted, calls follow the shape of the dose curve; as a rule, active = well fitted inhibition curve with a large enough effect; inconclusive = small, poorly fitted or top-dose-only effect; inactive = no such curve, though single readings can be large or run the other way. Some of the compounds tested; rates above refer to the full screens.
1	O=C(NCCOc1ccccc1F)c1cc([N+](=O)[O-])ccc1N1CCOCC1
2	Cc1cccc(CCNC(=O)c2cc(S(=O)(=O)N3CCCC3)cn2C)c1
3	CN(C)c1ccc(/C=N/NC(N)=S)cc1[N+](=O)[O-]
4	Cc1cc(=O)n2[nH]c(-c3cccnc3)nc2n1
5	FC(F)(F)c1cccc(Cc2noc(CN3CCCCC3c3ccccn3)n2)c1 (stereo not drawn)
6	CC(=O)Oc1cccc(N2C(=O)C3C4C=CC(C4=C(C)C)C3C2=O)c1 (stereo not drawn)
7	CCOc1ccccc1CNC(=O)C1=C(C)C(=O)OC12CCN(C(C)=O)CC2
8	COc1ccccc1C(=O)NC(=O)COc1ccc([N+](=O)[O-])cc1
assay / compound,1,2,3,4,5,6,7,8
USP1 inh,-13%,8%,-9%,.,-21%,-6%,5%,-13%
TrxR1 substrate,-4%,-3%,-1%[57.1 µM],.,-4%[57.1 µM],1%,2%,2%
Pin1 inh,0%,2%,0%,.,-1%,-12%,-2%,-10%
mIDH1 inhibitor,-12%,-3%,-6%,.,8%,-1%,25%,-2%
TRHR agonist,-0.1,-0.3,-0.4,0.4,-0.6,0.5,-0.2,0.0
D2 antag,-2,-11,8,5,4,-19,.,-1
rTrxR1 inhibitor,4%,11%[57.1 µM],3%[57.1 µM],.,-2%[57.1 µM],40µM*,10%,6%
TRHR enhancer,3,1,0,-1,1,2,1,2
D2 ag,0.2,-0.2,-0.9,0.3,0.3,0.4,0.2,-0.3

9	CCCn1c(SCC(=O)Nc2nnc(CC)s2)nnc1-c1ccncc1
10	COC(=O)c1cc(S(=O)(=O)Nc2ccc(C)cn2)c[nH]1
11	O=C(NCc1ccccn1)C1CCN(S(=O)(=O)c2ccccc2C(F)(F)F)CC1
12	c1ccc(CCC2CCCCN2Cc2cn[nH]c2-c2cc3ccccc3o2)nc1 (stereo not drawn)
13	CCOCCn1c(N2CCN(c3ccccc3)CC2)nc2c1c(=O)n(C)c(=O)n2C
14	CCSc1ccccc1C(=O)NCc1ccc2c(c1)OCO2
15	O=c1oc2cc(Oc3ccc(C(F)(F)F)cc3[N+](=O)[O-])ccc2c2c1CCC2
16	Cc1ccccc1NC(=O)C1C2CCCCC21 (stereo not drawn)
assay / compound,9,10,11,12,13,14,15,16
USP1 inh,-23%,-11%,-21%,?,-3%,-7%,0%,-11%
TrxR1 substrate,8%,-8%,3%,8%,-2%,-4%,-4%,5%
Pin1 inh,-14%,7%,1%,0%,8%,2%,0%,-1%
mIDH1 inhibitor,10%,-3%,-2%,-11%,2%,1%,5%,-1%
TRHR agonist,1.2,0.0,0.0,-0.1,-1.2,-0.7,0.1,-1.5
D2 antag,8,-3,-1,8,-5,0,-8,13
rTrxR1 inhibitor,22%,1%,10%[57.1 µM],14%,2%,16%,-4%,44%
TRHR enhancer,1,-1,-8,-9,8,10,4,-2
D2 ag,0.6,2.0,-0.4,0.6,0.6,0.8,0.2,0.3

# Values in list order from the list:
# Nos. 9–15 in TRHR agonist, in turn: 1.2, 0.0, 0.0, -0.1, -1.2, -0.7, 0.1
# Nos. 9–15 in TRHR enhancer, in turn: 1, -1, -8, -9, 8, 10, 4

# Continued:
17	NC(=O)/C(=C\c1ccccc1)NC(=O)c1ccc(NC(=O)c2ccccc2)cc1
18	CC(C)c1nnc(NC(=O)COc2ccc3ccccc3c2)s1
19	Cc1cc(C)nc(N2CCCC(C(=O)NC3CCCC3)C2)n1 (stereo not drawn)
20	Cc1cccc(NC(=O)CSc2nnc3ccc(-c4ccccn4)nn23)c1
21	Cc1ccc(S(=O)(=O)N(C)CC(=O)OCc2nnc(-c3ccccc3)o2)cc1
22	Cc1cccc(OCc2ccc(-c3nc(C#N)c(NCc4cccnc4)o3)o2)c1
23	Cc1cccc(C)c1NC(=O)CNC(=O)c1cn(-c2ccccc2)nc1-c1ccccc1
24	CCCCn1c(N)c(N(CC)C(=O)c2ccc(Cl)c(Cl)c2)c(=O)[nH]c1=O
assay / compound,17,18,19,20,21,22,23,24
USP1 inh,-21%,-4%,-9%,-14%,-4%,-27%,0%,-19%
TrxR1 substrate,2%,-3%,21%,1%[57.1 µM],-9%,10%,-2%,0%
Pin1 inh,5%,3%,-11%,-3%,?,17%,1%,1%
mIDH1 inhibitor,4%,7%,7%,6%,0%,-14%,4%,5%
TRHR agonist,0.6,0.4,-0.6,-0.6,-0.7,-1.1,-1.6,0.9
D2 antag,-13,.,8,-15,-7,.,2,16
rTrxR1 inhibitor,7%,-4%,12%,8%[57.1 µM],-9%,2%,-9%,9%
TRHR enhancer,18,-2,1,4,-2,-2,10,2
D2 ag,0.7,.,1.3,0.1,0.1,.,-0.2,0.1

# In the list so far, these contain a furan ring, fused or not:
12	c1ccc(CCC2CCCCN2Cc2cn[nH]c2-c2cc3ccccc3o2)nc1 (stereo not drawn)
22	Cc1cccc(OCc2ccc(-c3nc(C#N)c(NCc4cccnc4)o3)o2)c1
assay / compound,12,22
USP1 inh,?,-27%
TrxR1 substrate,8%,10%
Pin1 inh,0%,17%
mIDH1 inhibitor,-11%,-14%
TRHR agonist,-0.1,-1.1
D2 antag,8,.
rTrxR1 inhibitor,14%,2%
TRHR enhancer,-9,-2
D2 ag,0.6,.

# Next section
25	CCOc1ccccc1NC(=O)COn1nnc2ccc(Cl)cc21
26	CC(=O)Nc1ccc(S(=O)(=O)N2CCN(S(=O)(=O)N3CCC(C)CC3)CC2)cc1
27	COc1ccc(C(C2C(=O)CC(C)(C)CC2=O)C2C(=O)CC(C)(C)CC2=O)cc1
28	CC(C)CCn1c(=S)[nH]c2ncccc2c1=O
29	CC(=O)N/C(=C/c1ccc(OC(F)F)cc1)C(=O)O
30	CCOc1ccc(-c2nnn(CC(=O)N3CCN(c4ccc(OC)cc4)CC3)n2)cc1OCC
31	CCn1c(Sc2ccc(N)cc2Cl)nc2ccccc21
32	Cc1ccc(OCCn2c(=O)sc3ccccc32)cc1
assay / compound,25,26,27,28,29,30,31,32
USP1 inh,1%,-19%,-15%,-16%,-12%,6%,12%,-9%
TrxR1 substrate,-6%,2%[57.1 µM],1%,-2%,6%,5%,-5%,-4%[57.1 µM]
Pin1 inh,-6%,-5%,0%,-2%,-6%,9%,9%,1%
mIDH1 inhibitor,1%,-4%,-3%,2%,6%,-7%,-1%,3%
TRHR agonist,0.4,0.7,0.0,-0.4,0.4,0.8,-0.6,-0.3
D2 antag,-10,6,8,2,5,27,13,-1
rTrxR1 inhibitor,18%[57.1 µM],14%[57.1 µM],?,1%,11%,7%,-14%,-2%[57.1 µM]
TRHR enhancer,9,0,-2,-5,0,1,1,-6
D2 ag,-1.8,0.4,0.0,-1.1,0.8,1.2,-1.6,-1.3

33	COc1cc(/C=C2/C(=N)N3C(=NC2=O)SN=C3S(C)(=O)=O)ccc1OS(=O)(=O)c1ccc(C)cc1
34	CCN(C(=O)Cn1ccc(C(F)(F)F)n1)c1c(N)n(Cc2ccccc2)c(=O)[nH]c1=O
35	Cc1nn(-c2ccccc2)c2nc(N)c(C#N)c(-c3ccc(C(C)(C)C)cc3)c12
36	Cc1ccc(NC(=O)CN2CCN(C(=O)c3ccco3)CC2)cc1S(=O)(=O)N(C)C
37	CCCCn1cc(S(=O)(=O)c2ccc(OC)cc2)c(=O)c2cc(F)c(N3CCOCC3)cc21
38	CCOC(=O)c1cnc(SCc2nc(N)nc(Nc3ccccc3)n2)nc1N
39	CCC1CCCCN1C(=O)CSc1nc(N)cc(N)n1 (stereo not drawn)
40	CCOC(=O)C1CCCN(S(=O)(=O)c2ccc3ccccc3c2)C1 (stereo not drawn)
assay / compound,33,34,35,36,37,38,39,40
USP1 inh,-22%,-15%,-4%,-18%,-16%,-14%,4%,-13%
TrxR1 substrate,-5%,6%,11%,-6%,5%,2%[11.4 µM],6%,-5%
Pin1 inh,4%,0%,1%,-9%,0%,4%,1%,1%
mIDH1 inhibitor,-12%,-2%,-3%,3%,14%,0%,5%,3%
TRHR agonist,-0.8,1.0,0.4,.,-0.4,-0.7,0.2,-0.5
D2 antag,19,10,6,.,.,-1,.,-7
rTrxR1 inhibitor,-17%,7%,-4%,-2%,-6%,17%[0.457 µM],28%,24%
TRHR enhancer,-11,-2,0,.,15,2,-4,-5
D2 ag,-0.1,0.1,0.4,.,-0.1,0.3,.,0.5

41	O=C(CSc1n[nH]c(=O)n1-c1ccc2c(c1)OCCO2)Nc1ccccc1
42	COC(=O)c1ccccc1NC(=S)N1CCN(c2ccccc2)CC1
43	Cc1ccc(CNCc2ccccc2Cl)cc1
44	O=C(NCc1ccccc1Cl)C1CCC(=O)N(CC2CCCCC2)C1 (stereo not drawn)
45	Cc1cccc(C(=O)NCC(c2ccc3c(c2)OCO3)N2CCN(c3ccccc3F)CC2)c1 (stereo not drawn)
46	COc1ccc2[nH]c3c(c2c1)CCN1C(=O)C(CC(=O)NCCc2ccccn2)C[C@H](C(=O)N2CCOCC2)[C@@]31CCC1CCCC1 (stereo partly drawn)
47	Cc1cnc(C(=O)Nc2ccc(C(=O)N3CCCCC3)cc2)cn1
assay / compound,41,42,43,44,45,46,47
USP1 inh,-3%,-21%,-2%,-8%,-20%,-26%,-6%
TrxR1 substrate,-12%[57.1 µM],-10%,3%,0%,4%[57.1 µM],-5%,6%[57.1 µM]
Pin1 inh,0%,0%,5%,-1%,-4%,10%,3%
mIDH1 inhibitor,7%,-9%,0%,17%,-19%,-15%,1%
TRHR agonist,-0.9,-0.2,0.4,-0.2,-0.1,.,1.6
D2 antag,15,-10,0,12,.,.,.
rTrxR1 inhibitor,34%[57.1 µM],-5%,12%,6%,40%[57.1 µM],-26%,10%[57.1 µM]
TRHR enhancer,1,-8,0,-2,4,.,-3
D2 ag,-0.6,18,-0.1,0.4,21,.,.
